KCNQ2 block: KCNQ2 potassium channel inhibitors, primary screen, cell-based, CHO-K1, FluxOR thallium flux, B-score (AID 2156). Potassium voltage-gated channel subfamily KQT member 2 (Rattus norvegicus), O88943. 20 min; active compounds read low. B-score at 10 µM. 310,000 tested, 1.1% active;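 active means fluorescence ratio B-score at most minus 3 library SDs, with starting brightness B-score within 2 library SDs, cut at about -5.5 in these data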
STK33 kinase inh: inhibitors of purified STK33 kinase, primary screen, biochemical, ADP-Glo luminescence, homogeneous, cell-free. MBP phosphorylation. inhibition, % at 10 µM. 320,000 tested, 0.073% active. AID 2661, 2010;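 active means inhibition at or above 25%, using the most active replicate where run in duplicate; inactive means inhibition below 25%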
Target sequence (Q9BYT3 whole entry, looked up): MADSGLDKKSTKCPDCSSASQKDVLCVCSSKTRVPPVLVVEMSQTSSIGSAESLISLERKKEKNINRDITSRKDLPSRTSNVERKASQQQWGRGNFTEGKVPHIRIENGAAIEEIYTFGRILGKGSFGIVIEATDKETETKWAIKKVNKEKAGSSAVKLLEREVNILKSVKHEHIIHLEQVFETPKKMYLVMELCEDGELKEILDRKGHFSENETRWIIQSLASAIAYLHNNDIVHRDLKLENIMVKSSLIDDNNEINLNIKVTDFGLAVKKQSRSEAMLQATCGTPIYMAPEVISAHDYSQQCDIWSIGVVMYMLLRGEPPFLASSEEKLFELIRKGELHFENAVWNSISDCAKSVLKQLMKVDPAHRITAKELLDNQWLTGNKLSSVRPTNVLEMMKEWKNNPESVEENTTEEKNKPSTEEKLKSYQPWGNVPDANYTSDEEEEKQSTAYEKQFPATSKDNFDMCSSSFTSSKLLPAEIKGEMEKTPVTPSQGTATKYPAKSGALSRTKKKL
Kir21 block: inhibitors of mouse Kir2.1 inward-rectifier potassium channel; Inward rectifier potassium channel 2 (Mus musculus), P35561; HEK293-Kir2.1, FluxOR thallium flux fluorescence; active compounds read low; B-score at 10 µM; 310,000 tested, 0.85% active; AID 1672, 2009;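 active means fluorescence ratio B-score at or below minus 3 SD of library scores, with starting-brightness B-score within 2 SD, cut at about -4.2 in these data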;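 further: channel flux triggered by added potassium and thallium sulfate stimulus; B-score of peak minus minimum fluorescence over baseline after thallium stimulus; more negative B-score means stronger Kir2.1 block with less thallium influx; some compounds called inactive have numbers as strong as hits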
Target sequence (P35561 whole entry, looked up): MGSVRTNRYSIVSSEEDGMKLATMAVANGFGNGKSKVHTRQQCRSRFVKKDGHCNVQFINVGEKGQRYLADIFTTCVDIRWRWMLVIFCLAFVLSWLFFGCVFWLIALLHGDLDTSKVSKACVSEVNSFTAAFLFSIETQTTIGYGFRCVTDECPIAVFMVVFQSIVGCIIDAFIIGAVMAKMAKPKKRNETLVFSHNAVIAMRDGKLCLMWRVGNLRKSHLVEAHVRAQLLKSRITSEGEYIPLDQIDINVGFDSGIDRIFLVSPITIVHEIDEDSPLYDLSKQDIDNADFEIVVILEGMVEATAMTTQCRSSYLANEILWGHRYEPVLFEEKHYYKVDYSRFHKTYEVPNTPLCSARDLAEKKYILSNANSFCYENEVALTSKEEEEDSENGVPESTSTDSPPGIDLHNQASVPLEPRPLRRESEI
The depositor's hits bear a star; i = inactive; · = not tested or not shown.

SMILES	KCNQ2 block	STK33 kinase inh	Kir21 block
COc1cccc(C(=O)Nc2nnc(CCS(=O)(=O)c3ccc(C)cc3)s2)c1	i	-0.4	2.1
Cc1cc(NC(=O)NC(C(F)(F)F)C(F)(F)F)no1	i	-1.4	-0.1
COC(=O)[C@H](CCSC)NC(=O)Nc1ccc(S(N)(=O)=O)cc1	i	-1.3	0.3
COc1ccccc1N(CC(=O)N1CCCCCC1)S(=O)(=O)c1ccc(C)cc1	i	-0.5	1.5
CCCCn1c(-c2cccc(Br)c2)nc2cc3[nH]c(=O)c(C(C)C)nc3cc21	i	-0.9	-2.4
COc1ccc(CCNC(=O)CN(c2ccccc2OC)S(C)(=O)=O)cc1OC	i	-1.4	-0.32
O/N=C(\Cc1cscn1)c1ccc(O)cc1O	i	0.8	-0.52
CCOC(=O)c1ccc(CN2Cc3ccccc3C2=O)cc1	i	-2.6	2.8
COCCCNc1ncnc2c1nc1n2CCCC1	i	-1.6	2.1
Cc1ccc(S(=O)(=O)NCCc2nnc3ccc(NCCCOC(C)C)nn23)cc1	i	-1.0	-0.01
C/C(=N/NC(=O)CNC(=O)/C=C/c1ccccc1)c1ccco1	i	-0.9	0.31
O=C(Nc1ccc(Cl)cc1)Nc1ccccc1NS(=O)(=O)c1cccs1	i	0.6	-1.8

Carrying on.
SMILES	KCNQ2 block	STK33 kinase inh	Kir21 block
Cc1ccnc(NC(=S)N2CCN(c3cccc(C(F)(F)F)c3)CC2)c1	i	-1.0	-0.43
CC(=O)Nc1ccc(S(=O)(=O)NCCc2csc(-c3cccnc3)n2)cc1	i	-0.3	0.9
O=c1cc(CN2CCOCC2)nc(C2CC2)[nH]1	i	5.3	1.3
COc1ccc(NC(=S)NC2CCN(Cc3ccccc3)CC2)cc1OC	i	·	0.39
CCC(C)(C)n1nnnc1C(c1cc(OC)ccc1OC)N1CCC(C(N)=O)CC1 (stereo not given)	i	0.4	-1
COC(=O)c1ccc(C2c3[nH]c4ccccc4c3C[C@H]3C(=O)N(C4CC4)CC(=O)N23)cc1 (stereo not given in full)	i	-3.2	-4
Cc1csc(NC(=O)/C=C/c2ccco2)n1	i	2.0	-0.06
COc1ccc(-n2cc(C(=O)O)c3ccccc3c2=O)cc1	i	-0.6	1.3
O=C(c1cc2c(s1)-c1ccccc1OC2)N1CCN(c2ccccn2)CC1	i	0.2	0.86
COc1ccccc1OC(=O)c1ccc(S(=O)(=O)N(C)C)cc1	i	-0.3	-0.28
CCOc1ccc(-n2ccnc(SCC(=O)NCc3cccc(OC)c3)c2=O)cc1	i	·	-0.46
Cc1cc2cc(CN(Cc3ccc4c(c3)OCO4)C(=O)c3cnccn3)c3nnnn3c2cc1C	i	-0.1	0.73

More records:
SMILES	KCNQ2 block	STK33 kinase inh	Kir21 block
c1ccc(Nc2nc(-c3ccccn3)cs2)cc1	i	0.2	1.6
CN(C)c1cc(-c2ccc(Br)cc2)oc(=O)c1Cl	i	6.9	0.72
Cn1c(=O)c2ccccc2n2c(=S)[nH]nc12	i	1.3	1.9
Cc1ccc(OCc2nnc(SCC(N)=O)n2N)cc1	i	1.0	0.44
CCCn1[nH]cc(SC)c(=O)c1=O	i	0.2	0.01
COc1cccc(C2c3[nH]c4ccccc4c3C[C@H]3C(=O)N(c4ccccc4C(=O)N4CCCC4C(=O)O)C(=O)N23)c1 (stereo not given in full)	i	-3.3	0.78
O=C(Cn1cnc2ccccc2c1=O)Nc1ccc2c(c1)CCC2	i	-0.3	-1.3
COC(=O)c1ccc(Oc2nc(Nc3ccc(C)c(C)c3)nc(N(C)C)n2)cc1	i	·	0.22
Cc1c(C#N)c(NC(=O)C(C)C)n(Cc2ccccc2)c1C	i	-0.4	0.3
O=C(Cc1ccccc1[N+](=O)[O-])NCCCN1CCOCC1	i	-1.0	0.32
Cc1ccc(NC(=O)c2cc(S(=O)(=O)N3CCOCC3)cn2C)cc1Cl	i	-0.6	-0.16
Cc1ccc(S(=O)(=O)N2CCN(C(=O)Cc3sc(C)nc3-c3ccc(F)cc3)CC2)c(C)c1	i	-1.1	-0.03

Following part:
SMILES	KCNQ2 block	STK33 kinase inh	Kir21 block
Cc1cc(NCc2ccccc2)nc2ccccc12	i	-0.2	-2.1
CC(=O)Nc1ccc2c(c1)N(C(C)=O)c1ccccc1CC2	i	-1.1	1.4
c1ccc2c(c1)ncn2CCCOc1ccc2c(c1)CCC2	i	0.1	-0.05
COC(=O)c1c(NC(=O)CSc2nnc(-c3cccnc3)n2Cc2ccco2)sc(C)c1C	i	-0.5	0.23
O=C1CN(C(=O)c2ccccc2F)c2ccccc2N1	i	-0.5	0.02
CCOc1ccc(S(=O)(=O)N(C)c2ccc(OCC(=O)NCc3ccco3)cc2)cc1	i	-1.2	-0.25
NC1=NC(c2cn[nH]c2-c2cccc(F)c2)n2c(nc3ccccc32)N1 (stereo not given)	i	-0.3	2.5
O=C(O)c1cnn(-c2nc(-c3ccc(F)cc3)cs2)c1C(F)(F)F	i	-1.3	0.8
Cc1ccc(C)c(NC(=O)NNC(=O)c2cc3occc3[nH]2)c1	i	-1.1	-0.68
Cc1cc(C(=O)COC(=O)c2ccc[nH]c2=O)c(C)n1-c1ccc(Br)cc1	i	0.8	-0.36
COc1cc(OC)cc(OC(=O)c2cccc(S(=O)(=O)N3CCN(C)CC3)c2)c1	i	-1.2	-0.2
CCOC(=O)c1ccccc1NS(=O)(=O)c1ccc(S(=O)(=O)N2CCCC2)cc1	i	0.6	-0.35

The results go on:
SMILES	KCNQ2 block	STK33 kinase inh	Kir21 block
COc1ccccc1CCNC(=O)c1cc(-c2ccncc2)nc2ccc(Br)cc12	i	·	-0.14
CC(=O)N1CCN(C(=O)CCCNC(=O)c2ccc(Cl)cc2)CC1	i	-0.8	-1.2
N#Cc1nc(-c2ccco2)oc1N1CCCC1	i	-1.3	-0.31
Cc1c(C(=O)OCC(=O)N2CC(=O)Nc3ccccc32)oc2ccc(Br)cc12	i	-1.2	0.21
OC[C@@H](O)[C@@H](O)[C@H](O)[C@H](O)CO	i	0.0	0.78
Cc1ccc(CN(CC(=O)NC2CCCCC2)C(=O)c2csnn2)cc1	i	-0.5	-0.44
CCCCS(=O)(=O)N1CCC(C(=O)Oc2ccc(Cl)cc2)CC1	i	1.0	0.79
O=C1CCCC(O)=C1N=Nc1ccc(C(=O)O)cc1	i	2.6	0.54
COc1cc2c(cc1OC)C(c1ccc(Br)cc1)NCC2 (stereo not given)	i	-4.2	-3.1
CCCCCc1nc2sc3c(c2c(=O)n1NC(=O)c1ccc([N+](=O)[O-])cc1)CC(C)(C)OC3	i	-1.8	-0.05
CC(=O)N(/N=C1\Sc2ccccc2C1=O)c1ccccc1C	i	-1.0	-1.1
CCOC(=O)c1[nH]c(C)c(C(=O)OC)c1C	i	-1.6	0.12

(continued)
SMILES	KCNQ2 block	STK33 kinase inh	Kir21 block
CSc1ccccc1NC(=S)Nc1cccc(C(F)(F)F)c1	i	-0.1	-0.51
C=CCn1c(SCC(=O)N2CCOCC2)nc2sc(C)c(C)c2c1=O	i	-1.6	0.79
CCc1ccc(S(=O)(=O)c2n[nH]n3c2nc(=O)c2ccccc23)cc1	i	0.0	2.2
O=C(NN1CCCCC1)c1cnn2c(C(F)F)cc(-c3ccccc3)nc12	i	-1.5	2.7
COc1ccc(NC(=O)CCN2CC(C)OC(C)C2)c(OC)c1 (stereo not given)	i	0.4	0
CSc1cccc(NC(=O)c2cccc3cccnc23)c1	i	0.0	-1.3
Cc1cc(=O)[nH]c(SCC(=O)Nc2ccc(Cl)cn2)n1	i	-0.5	0.81
COc1ccc(C2=NN(c3nc(C(=O)O)cs3)C(O)(C(F)(F)F)C2)c(OC)c1 (stereo not given)	i	0.3	-0.03
CC(=O)NC(CC(=O)NC1CCCCC1)c1ccccc1 (stereo not given)	i	-2.6	-0.01
COc1cccc(NC(=O)c2cc([N+](=O)[O-])ccc2N2CCN(C)CC2)c1	i	0.7	-0.02
CC(=O)NCCc1cc2cc(C)c(C)cc2[nH]c1=O	i	-3.0	-0.86
CNC(=O)c1nnc(Cc2ccc(F)cc2)o1	i	-0.1	-1.5

More records follow.
SMILES	KCNQ2 block	STK33 kinase inh	Kir21 block
CCOC(=O)c1sc(NC(=O)CSc2ncn[nH]2)c(C#N)c1C	i	-0.5	-0.76
O=C(NCc1ccc(Cl)cc1)c1ccc(CNc2c(N3CCCC3)c(=O)c2=O)cc1	i	·	0.79
CCOC(=O)N1CCN(C(=O)COC(=O)CNC(=O)c2ccc(C)cc2)CC1	i	-0.4	0.94
Cc1cccc2cc(CN(Cc3nnnn3C3CCCC3)C3CCCCC3)c(=O)[nH]c12	i	-2.4	2.5
COc1cc(S(=O)(=O)NCC2CCCO2)c(OC)cc1Cl (stereo not given)	i	0.1	-0.13
Cc1ccc(C)c(C(=O)CN2C3=NCCCN3c3ccccc32)c1	i	-0.7	-0.05
O=C(CSc1nnc2ccccn12)Nc1ccccc1C(=O)O	i	0.1	-1.8
O=C(NCCN1CCOCC1)c1cccs1	i	-0.8	0.71
COc1ccc(NC(=S)N2CCc3cc(OC)c(OC)cc3C2)cc1	i	1.9	0.37
COc1ccc(OC)c(/C=N/NC(=O)c2ccc3nc[nH]c3c2)c1	i	0.4	-0.58
Cc1nnc(SCc2ccc(C(=O)Nc3cc(Cl)ccc3C)cc2)s1	i	-0.8	-0.11
CCOc1ccc(N=C2C(=O)N(CN3CCOCC3)c3ccccc32)cc1	i	0.6	0.01

Additional compounds follow.
SMILES	KCNQ2 block	STK33 kinase inh	Kir21 block
Cc1onc(-c2ccccc2Cl)c1C(=O)Nc1ccc2c(c1)OCO2	i	-2.9	1.6
COc1cccc(N=Cc2c(O)c3ccccc3oc2=O)c1	i	1.9	0.82
Nc1ccc(-c2nc3ncccc3o2)c(Cl)c1	i	0.3	0.1
Cc1ccc2sc(N3CCN(C(=O)C4=COCCO4)CC3)nc2c1C	i	-0.2	-0.81
O=C(NC(=S)Nc1cccc([N+](=O)[O-])c1)C1CCCC1	i	-0.9	-0.7
COCCNC(=O)c1cc2c(-c3ccc(Cl)cc3)nn(C)c2s1	i	0.5	1.3
O=C(Cc1c[nH]c2ccccc12)NC1(C(=O)NC2CCCCC2)CCCCC1	i	0.0	-1.8
OCCCNc1ncnc2c1cnn2-c1ccc(Cl)cc1	i	0.2	-0.07
Cc1cccc(Cn2c(N3CCCCC3C)nc3c2c(=O)[nH]c(=O)n3C)c1 (stereo not given)	i	-1.5	-0.24
Cc1cnc(C(=O)OCc2csc(CC(=O)Nc3ccccc3C)n2)cn1	i	-0.3	1.5
CC1CCCN(C(=O)c2sc3cc([N+](=O)[O-])ccc3c2Cl)C1 (stereo not given)	i	·	-2.1
COc1ccc(CCNC(=S)NC(=O)c2cccc([N+](=O)[O-])c2)cc1OC	i	0.2	0.28

Continued.
SMILES	KCNQ2 block	STK33 kinase inh	Kir21 block
CC(=O)N1CCN(CC(=O)Nc2ccc(Cl)c(S(=O)(=O)N(C)C)c2)CC1	i	-1.1	0.03
COc1ccccc1N1CCN(C(=O)c2ccc([N+](=O)[O-])s2)CC1	i	-1.4	1.5
Cc1ccc(OCCCC(=O)Nc2nc3ccccc3[nH]2)cc1	i	1.1	-1
O=C(CN(C(=O)CCC(=O)Nc1ccccn1)c1ccc2c(c1)OCCO2)NCCc1ccccc1	i	0.7	-1
COc1ccc(NS(=O)(=O)c2ccc(NC(=S)NC(=O)c3cccnc3)cc2)nn1	i	0.4	-0.45
CS(=O)(=O)c1ccc2nc(NC(=O)c3ccc(NS(=O)(=O)c4ccc(F)c(F)c4)cc3)sc2c1	i	-0.8	-0.31
Cc1cc(C)c(-c2csc(NC(=O)C3=COCCO3)n2)c(C)c1	i	-0.8	0.02
Nc1nonc1-n1nnc(C(=O)N/N=C/c2cccnc2)c1CSc1ccccc1	i	-1.0	0.96
Cc1oc(-c2ccccc2Cl)nc1CN(Cc1ccccn1)C[C@@H]1CCC(=O)N1	i	-1.9	-1.4
CC(C)(C)c1cc(CCC(=O)NCc2cccnc2)cc(C(C)(C)C)c1O	i	-0.1	-5.1*
CCOC(=O)c1c(CN2CCOCC2)oc2ccc(OC(C)=O)cc12	i	-2.2	-1.8
Cc1c(Cl)cccc1NC(=O)CCN1CCOCC1	i	0.1	-0.74

Further records.
SMILES	KCNQ2 block	STK33 kinase inh	Kir21 block
NCC(c1ccco1)c1c[nH]c2ccccc12 (stereo not given)	i	-26	0.31
Oc1c(Br)cc(C2N=C(c3ccccc3Cl)NO2)cc1Br (stereo not given)	i	0.8	0.03
Cc1ccn2c(/C=N/OCc3cccc(F)c3)c(-c3ccc(Cl)cc3)nc2c1	-7.8*	0.4	-0.67
Cc1cccc(NC(=O)CN2C(=O)NC3(CCCC3)C2=O)n1	i	·	1.8
CN(C)CCNC(=O)c1cc2sc3ccccc3c2s1	i	1.0	-4.2*
CCCCN(C)CCNC(=O)c1cc2cc3ccc(OC)cc3nc2o1	i	-0.3	0.18

A draw from above in order of molecular weight, rising.
SMILES	KCNQ2 block	STK33 kinase inh	Kir21 block
CN(C)c1cc(-c2ccc(Br)cc2)oc(=O)c1Cl	i	6.9	0.72
CCCCS(=O)(=O)N1CCC(C(=O)Oc2ccc(Cl)cc2)CC1	i	1.0	0.79
COC(=O)c1c(NC(=O)CSc2nnc(-c3cccnc3)n2Cc2ccco2)sc(C)c1C	i	-0.5	0.23

From PubChem BioAssay
